RXFP1 antag: qHTS Assay for Antagonists of the Relaxin Receptor RXFP1; activity change, negative = inhibition, % at 57.5 µM; HEK293-RXFP1, relaxin-stimulated cAMP HTRF, 30 min; stronger effect = lower value; hit rate 0.59% among 350,000; Relaxin receptor 1 (Homo sapiens), Q9HBX9;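 active means activity change of -60% or lower, but not beyond a set lower limit; inconclusive means change between -60% and -40%, or beyond the set limit; inactive means change above -40%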; further: on the % scale 0 is the no-effect control and ±100 the full control effect
Pol beta inh: qHTS Assay for Inhibitors of DNA Polymerase Beta; hit rate 1.3% among 340,000; Potency, µM (highest dose often 114 µM), without a hit: at the highest dose activity change, negative = inhibition, hits mostly inhibitors; Pol beta primer extension/strand displacement, fluorescence kinetic; AID 485314, 2010; P06746; further: potency means the concentration at half of the fitted maximal effect; on the % scale 0 is the no-effect control and ±100 the full control effect
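Pol beta (10 nM) was preincubated with compound for 15 min at room temperature. The reaction was then started with 50 nM substrate and read immediately and after a further 10 min at room temperature.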
PGK inhibitor: qHTS Assay to Find Inhibitors of Phosphoglycerate Kinase; Phosphoglycerate kinase, glycosomal (Trypanosoma brucei brucei), P07378; PGK/GAPDH coupled, Kinase-Glo luminescence, 60 min; Potency, µM (titrated, usually from 57.5 µM), without a hit: at the top dose activity change, negative = inhibition, hits mostly inhibitors; hit rate 0.043% among 380,000; further: potency means the concentration at half of the fitted maximal effect; on the % scale 0 is the no-effect control and ±100 the full control effect; nearly all actives have a fitted effect of over 60% in size
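Luminescent ATP detection (Kinase-Glo Plus) follows a 60-minute room-temperature incubation, with wells lacking PGK as controls. Buffer: 100 mM TEA (pH 7.6), 5 mM MgCl2, 0.01% Tween-20. Coupling enzyme GAPDH (100 nM final) supplies unstable 1,3-BPG in-well.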
Pol iota inh: qHTS for Inhibitors of Polymerase Iota. hit rate 1% among 390,000. Potency, µM (top dose mostly 115 µM), for the others: at the top dose activity, negative = inhibition, actives largely listed as inhibitors. Pol iota fluorescent replication assay, 10 min. DNA polymerase iota (Homo sapiens), Q9UNA4; further: potency means the concentration at half of the fitted maximal effect
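Fluorescent replication assay read twice, at 0 min and 10 min after adding 50 nM (final) substrate. Enzyme (10 nM) and compounds were first incubated 15 min at room temperature; enzyme-free buffer wells were negative controls.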
APE1 inh: qHTS Assay for Inhibitors of the Human Apurinic/apyrimidinic Endonuclease 1 (APE1) | AID 2517, 2012 | recombinant APE1, TAMRA/BHQ-2 abasic DNA cleavage fluorescence | Potency, µM (titrated, usually from 65.8 µM), for inactives: at the highest dose activity change, negative = inhibition, usual class: inhibitors | hit rate 0.35% among 350,000 | DNA repair nuclease/redox regulator APEX1 (Homo sapiens), P27695;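 further: potency means the concentration at half of the fitted maximal effect; plate controls were vehicle for no effect and reference inhibitor for full effect; nearly all actives have a fitted effect of over 55% in size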
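Kinetic fluorescence read (525 ex/598 em nm, three reads 60 s apart) of AP-site incision; signal = third minus first read. Enzyme 0.75 nM, dual-labelled THF duplex 50 nM, compound preincubation 15 min RT.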
POLK inh: qHTS for Inhibitors of Polymerase Kappa; purified Pol kappa, fluorescent DNA synthesis assay, 10 min; DNA polymerase kappa (Homo sapiens), Q9UBT6; hit rate 0.53% among 400,000; Potency, µM (highest dose often 107 µM), for inactives: at the top dose activity, negative = inhibition, most hits filed as inhibitors; further: potency means the concentration at half of the fitted maximal effect; on the % scale 0 is the no-effect control and ±100 the full control effect
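First, compounds were pin-transferred onto 10 nM Pol kappa. After 15 min at room temperature, substrate was added to 50 nM final. Fluorescence was then measured kinetically at 0 and 10 min.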
BLM inh: qHTS Assay for Inhibitors of Bloom's syndrome helicase (BLM); recombinant BLM DNA unwinding, fluorescence dequenching; Potency, µM (top dose mostly 56.1 µM), for inactives: top-dose activity change, negative = inhibition, actives largely listed as inhibitors; hit rate 0.2% among 350,000;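 further: potency means the concentration at half of the fitted maximal effect; plate controls were vehicle for no effect and no enzyme for full effect; nearly all actives have a fitted effect of over 35% in size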
Apoferritin bind: qHTS Assay for Identification of Novel General Anesthetics. hit rate 0.074% among 350,000. apoferritin/1-aminoanthracene competitive binding, fluorescence. Potency, µM (highest dose often 77.5 µM), for the others: at the highest dose activity change, negative = displacement, hits mostly inhibitors. AID 485281, 2010; further: potency means the concentration at half of the fitted maximal effect; on the % scale 0 is the no-effect control and ±100 the full control effect; nearly all actives have a fitted effect of over 20% in size
Target sequence (P02791 2-175 limits assumed): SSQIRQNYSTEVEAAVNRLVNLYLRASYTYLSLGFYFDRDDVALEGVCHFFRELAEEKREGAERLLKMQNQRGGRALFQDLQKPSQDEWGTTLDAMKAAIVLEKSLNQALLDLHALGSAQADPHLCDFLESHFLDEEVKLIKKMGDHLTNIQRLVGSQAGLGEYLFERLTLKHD
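Concentration-response curves derived by four-parameter Hill fitting of normalized fluorescence, where compounds displaced 1-AMA from 10 uM horse apoferritin following a brief 10 min room-temperature incubation; propofol titration acted as positive control.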
POLH inh: qHTS for Inhibitors of Polymerase Eta. DNA polymerase eta (Homo sapiens), Q9Y253. hit rate 1.2% among 390,000. Potency, µM (series often up to 114 µM), for inactives: top-dose activity change, negative = inhibition, usual class: inhibitors. recombinant Pol eta, fluorescent DNA replication assay; further: potency means the concentration at half of the fitted maximal effect; on the % scale 0 is the no-effect control and ±100 the full control effect
Target sequence (Q9Y253 whole entry, looked up): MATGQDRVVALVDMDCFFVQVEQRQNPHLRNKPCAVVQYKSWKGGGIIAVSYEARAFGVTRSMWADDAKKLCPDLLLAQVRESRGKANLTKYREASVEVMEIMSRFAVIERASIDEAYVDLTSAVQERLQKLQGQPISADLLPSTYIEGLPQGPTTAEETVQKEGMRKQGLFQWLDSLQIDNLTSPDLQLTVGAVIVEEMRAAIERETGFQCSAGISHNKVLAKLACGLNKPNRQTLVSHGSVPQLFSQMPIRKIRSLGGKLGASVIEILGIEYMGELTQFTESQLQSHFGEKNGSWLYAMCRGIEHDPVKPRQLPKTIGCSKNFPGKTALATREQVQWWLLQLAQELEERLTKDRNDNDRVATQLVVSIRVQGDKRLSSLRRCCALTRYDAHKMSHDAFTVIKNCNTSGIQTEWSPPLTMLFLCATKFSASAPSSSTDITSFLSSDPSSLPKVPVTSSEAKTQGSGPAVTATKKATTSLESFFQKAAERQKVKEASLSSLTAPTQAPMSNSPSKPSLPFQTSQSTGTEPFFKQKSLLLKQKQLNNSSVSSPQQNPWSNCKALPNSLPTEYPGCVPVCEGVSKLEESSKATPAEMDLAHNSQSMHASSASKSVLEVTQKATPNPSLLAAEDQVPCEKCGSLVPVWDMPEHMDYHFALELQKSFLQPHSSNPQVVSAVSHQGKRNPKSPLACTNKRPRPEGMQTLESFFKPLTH
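Pol eta (10 nM) was preincubated with compounds for 15 min at room temperature, after which fluorescent replication substrate (50 nM final) was added to start the reaction. Fluorescence was read kinetically at 0 and 10 min.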
An asterisk follows results filed as active; i = inactive; ? = inconclusive; / = no result given; [ ] = dose if it differs, or a comment. Unless noted, the call rests on the fitted dose curve; in most records, active means well fitted curve in the direction sought with a large enough effect; inconclusive means small, poorly fitted or top-dose-only effect, or another doubt; inactive means no such curve, though single readings can be large; an effect the other way counts as inactive or inconclusive. A portion of the library; the hit share may differ from the screen's.

SMILES	RXFP1 antag	Pol beta inh	PGK inhibitor	Pol iota inh	APE1 inh	POLK inh	BLM inh	Apoferritin bind	POLH inh
CC(NC(=O)CN(c1ccc(Cl)cc1Cl)S(=O)(=O)c1ccccc1)c1ccccc1 (stereo not given)	/	6%	9%	0%	/	-5%	-7%	12%	-20%
O=C(COc1ncnc2ccccc12)N1CCN(c2ccccc2)CC1	-1	2%	-8%	106%[activator]	-8%	0%	2%	-4%	-9%
CCCCn1nc(C(=O)Nc2c(C)n(C)n(-c3ccccc3)c2=O)c2ccccc2c1=O	0	/	2%	-14%	-13%	10%	/	/	3%
CC(C)c1noc(-c2ccccc2OCC(=O)Nc2cccc([N+](=O)[O-])c2)n1	/	0%	-4%	16%	/	-6%	1%	3%	-18%
Cc1ccc(S(=O)(=O)Cc2cc(F)c([N+](=O)[O-])cc2[N+](=O)[O-])cc1	-11	1%	-3%	-12%	20%	-6%	-1%	-19%	-17%
CCN(CC)c1ccc(CNc2nc3ccccc3n2CCN2CCCCC2)cc1	?	-10%	-6%	14%	-5%	-13%	-10%	-10%	-14%
CCO/C=C/C(=O)N(C)CCC#N	1	3%	4%	7%	-3%	-5%	-1%	3%	-8%
CCCC[C@H](CC)CN=C(N)NC(N)=NCCCCCCN=C(N)NC(N)=NC[C@@H](CC)CCCC	/	/	/	/	6%[21 µM]	-7%[12 µM]	55%[activator][21.4 µM]	-16%[29.3 µM]	/
O=C(O)/C=C/c1cn(-c2ccccc2)nc1-c1ccc(-c2ccc([N+](=O)[O-])cc2)o1	7	28µM*	?	?	-4%	-24%	?	2%	32µM*
COCc1cc(C)nc2sc(C(=O)Nc3cccc(OC)c3)c(N)c12	0	3%	-5%	32%[activator]	-4%	-5%	-3%	-4%	-26%
Cc1nn(C)c(C(=O)Nc2ccc(Cl)c([N+](=O)[O-])c2)c1Cl	-4	62%	-3%	40%[activator]	4%	-9%	-3%	-10%	-15%
Cc1ccc(-c2csc3nc(CSc4nnc(-c5ccc(Cl)cc5)n4C)[nH]c(=O)c23)cc1	-7	5%	0%	1%	-5%	-19%	-3%	4%	0%
N#Cc1nc(COc2cccc(Cl)c2)oc1NCc1ccco1	/	5%	i	?	10%	-14%	-14%	?	-10%
CCN1CCN(S(=O)(=O)c2ccc3[nH]c(=O)oc3c2)CC1	/	1%	i	-20%	2%	1%	-1%	5%	-4%
CC1(C)CC(=O)C2=C(C1)Nc1cc(C(=O)c3ccccc3)ccc1NC2c1ccccn1 (stereo not given)	-5	18%	-5%	17%	2%	-3%	-6%	-10%	-18%
CCOc1ccc(S(=O)(=O)N2CCN(c3ccccc3OC)CC2)c2cccnc12	-8	-10%	0%	?	-5%	-6%	-3%	?	-16%
CC(C)c1ccc(NC(=O)C2CC(=O)N=C(N)S2)cc1 (stereo not given)	-7	-2%	6%	28%	3%	-10%	-3%	-6%	-6%
CC(C)c1cc(C(=O)N2CCCC(Nc3ccc(F)c(F)c3)C2)nc(N)n1 (stereo not given)	4	-2%	-2%	17%	-10%	-16%	-4%	-10%	-7%
CCOC(=O)c1c(-c2ccc(OC)cc2)csc1NC(=O)CCN1CCOCC1	1	12%	-11%	-3%	10%	-8%	-10%	-12%	-14%
Cc1ccc(N=C2NC(=O)/C(=C/c3cccs3)S2)cc1C	-77*	10µM*	-2%	4%	-2%	0%	-9%	-8%	-15%
COc1ccc(C(=O)COC(=O)CN2C(=O)C3CC=CCC3C2=O)c(OC)c1 (stereo not given)	1	/	-2%	?	7%	-15%	/	/	?
CC(CNC(=O)CN1C(=O)NC2(CCOc3ccccc32)C1=O)c1ccccc1 (stereo not given)	-1	/	7%	19%	-4%	-6%	/	/	-18%
CCOC(=O)CN(C(=O)CNC(=O)c1ccco1)C(C(=O)NC1CCCCC1)c1cccnc1 (stereo not given)	5	31%	-2%	24%	19%	5%	-1%	-13%	-16%
O=C(CC1N=C2c3ccccc3N=C(SCc3ccc(Cl)cc3)N2C1=O)NC1CCCCC1 (stereo not given)	-18	1%	-3%	1%	/	2%[60.1 µM]	-5%	-2%	1%
CN(C(=O)CSc1nnc(Cc2ccccc2F)n1N)C1CCS(=O)(=O)C1 (stereo not given)	-7	7%	-2%	4%	-4%	-9%	-3%	2%	7%

Shown with each value named: entries from further up
CCO/C=C/C(=O)N(C)CCC#N
  RXFP1 antag: 1
  Pol beta inh: 3%
  PGK inhibitor: 4%
  Pol iota inh: 7%
  APE1 inh: -3%
  POLK inh: -5%
  BLM inh: -1%
  Apoferritin bind: 3%
  POLH inh: -8%

CCCC[C@H](CC)CN=C(N)NC(N)=NCCCCCCN=C(N)NC(N)=NC[C@@H](CC)CCCC
  RXFP1 antag: /
  Pol beta inh: /
  PGK inhibitor: /
  Pol iota inh: /
  APE1 inh: 6%[21 µM]
  POLK inh: -7%[12 µM]
  BLM inh: 55%[activator][21.4 µM]
  Apoferritin bind: -16%[29.3 µM]
  POLH inh: /

The listing continues:
SMILES	RXFP1 antag	Pol beta inh	PGK inhibitor	Pol iota inh	APE1 inh	POLK inh	BLM inh	Apoferritin bind	POLH inh
Cc1ccc(S(=O)(=O)N2CCN(C(=O)NCc3ccc(F)cc3)CC2)c(C)c1	-5	3%	i	12%	-9%	3%	-3%	-13%	-11%
CC(=O)c1ccc(N2CCN(C(=O)[C@H](C)NC(=O)c3ccccc3Cl)CC2)cc1	-16	16%	-8%	1%	30%	-13%	1%	-5%	-14%
Cc1oc(-c2ccccc2F)nc1CN1CCC(C(=O)NC2CCCCCCC2)CC1	0	21%	i	10%	-6%	-10%	0%	-9%	-11%
O=C(COC(=O)c1cccnc1Cl)c1ccc(Cl)cc1Cl	-9	2%	3%	-2%	0%	-10%	-3%	?	-18%
Cc1ccccc1C(=O)N1CCC(C(=O)Nc2ccc(C(C)C)cc2)CC1	-2	7%	1%	-11%	41%	-5%	-6%	?	-7%
CCOc1ccc(C2C=C(c3ccc(F)cc3)Nc3ncnn32)cc1 (stereo not given)	-2	4%	-3%	25%	1%	-4%	-1%	761%[activator]	-13%
CS(=O)(=O)N(CC(=O)NCC1CCCO1)c1cc(Cl)ccc1Cl (stereo not given)	0	22%	4%	-3%	1%	-7%	0%	-3%	-5%
COc1ccc(-n2cnnc2SCC(=O)NCc2cccs2)cc1	-14	0%	-6%	18%	-3%	-3%	-3%	?	-4%
CCOc1ccc(N(CC(=O)NCc2ccccc2Cl)S(=O)(=O)c2c(C)noc2C)cc1	-12	2%	8%	17%	79%[activator]	-14%	-7%	-16%	-5%
Cc1ccc(-c2cc(C(=O)OCC(=O)N(C)c3c(N)n(Cc4ccccc4)c(=O)[nH]c3=O)c3ccccc3n2)o1	-2	/	-2%	43%[activator]	0%	-11%	/	/	-8%
Cc1ccc(C(OC(=O)c2ccco2)C(=O)NCc2cccs2)cc1 (stereo not given)	-18	18%	-6%	-8%	0%	-3%	1%	?	?
Cc1ccc(S(=O)(=O)N2CCCC(NC(=O)N3CCN(c4ccccc4)CC3)C2)cc1 (stereo not given)	0	12%	-11%	?	-3%	-19%	-5%	-6%	8%
COc1cc(NS(=O)(=O)c2cc3[nH]c(=O)c(=O)[nH]c3cc2C)cc(OC)c1OC	6	-17%	-4%	18%	-16%	14%	-2%	-14%	-6%
COc1ccc(NC(=O)CSc2nc(-c3cc(OC)c(OC)c(OC)c3)[nH]c2-c2ccc(F)cc2)cc1	-19	23%	3%	-26%	/	-10%	-17%	-3%	-21%
CCCCC(C(=O)NC(=O)NCc1ccccc1)N1C(=O)c2ccccc2C1=O (stereo not given)	-14	-1%	3%	23%	1%	-11%	-7%	-14%	8%
CCCC12CN3CC(CCC)(CN(C1)C3c1ccc(OC(C)C)cc1)C2=O (stereo not given)	-2	-4%	i	-25%	/	-24%	-5%	1%	-3%
CC(=O)Nc1nonc1-c1nnc(SCC(=O)Nc2cc(Cl)ccc2C)n1C	-3	5%	-3%	-3%	/	10%	-3%	-3%	-7%
O=C(CC(c1ccc(F)cc1)c1ccco1)N1CCOCC1 (stereo not given)	4	12%	-4%	27%	-1%	3%	-1%	-10%	-14%
CSc1ccc(CCNC(=O)c2ccc3c(Cl)c4c(nc3c2)CCCC4)cc1	/	5%	4%	8%	/	1%	-4%	-3%	-9%
Cc1nc(C(=O)N2CCC(n3nccc3NC(=O)Nc3ccccc3Cl)CC2)cs1	1	28%	-1%	5%	-9%	7%	-2%	-5%	-7%
COc1ccc(C2C(C(=O)N3CCCCC3)CC(=O)N2c2ccc(OC)cc2)cc1 (stereo not given)	-5	25%	-4%	/	15%	-12%	-1%	-7%	-10%
Cc1ccc(OCc2ccc(C(=O)Nc3nc4ccccc4n3Cc3ccccc3)o2)c([N+](=O)[O-])c1	-4	1%	-8%	-8%	0%	-7%	0%	-17%	-17%
COc1ccc(OC)c(CNC(=O)c2ccc(C)c(NC(=O)C3=C(C)OCCS3)c2)c1	3	26%	-9%	4%	45%	5%	1%	-14%	-9%
CC(=O)C1CCC2C3CCC4CC(=O)CCC4(C)C3C(C)(O)CC12C (stereo not given)	-5	/	-3%	33%[activator]	/	1%	/	/	-9%
CCSc1nnc(NC(=O)CSc2nnc(CNC(=O)c3ccc(OC)cc3)o2)s1	22	-9%	-6%	-18%	-1%	-13%	-1%	-3%	-14%
Cc1cccc(OCCCC(=O)Nc2sc3c(c2C(N)=O)CCC(C)C3)c1 (stereo not given)	/	40%	0%	2%	/	-9%	-3%	-10%	-9%
CC(C)(C)n1nnnc1CN1CCSCC1	3	5%	-4%	-2%	0%	1%	-6%	20%	1%
Cc1ccc(N2CCN(C(=O)c3cccn4c(=O)c5ccc(Cl)cc5nc34)CC2C)cc1 (stereo not given)	4	-7%	-8%	38%[activator]	/	7%[60.1 µM]	-1%	-1%	-22%

Compound activity as filed in PubChem BioAssay.
